# Assay outcomes (PubChem BioAssay)
# mIAP activ: increases mouse intestinal alkaline phosphatase activity | 330,000 tested, 0.24% active | activation factor at 10 µM | muIAP, CDP-Star luminescence, 30 min; stronger effect = higher value; 1 = vehicle-only enzyme signal, 0 = enzyme-free wells;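 active means activation factor of at least 2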; further: the source names both 10 and 20 µM as test concentration; values of inactives mirror those of a sister screen read the other way
#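 System: mouse IAP enzyme. Reagent: CDP-Star chemiluminescent phosphatase substrate. Benchmarks: DMSO wells, no-enzyme wells. Times: 30 min enzyme-substrate-compound incubation at room temperature. Detection: luminescence from enzymatic CDP-Star hydrolysis. Doses: test compounds delivered from DMSO solution.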
# mIAP inh: mouse IAP inhibition | inhibition, % at 10 µM | AID 2806 | 330,000 tested, 0.2% active | purified mouse IAP, CDP-Star luminescence, 30 min;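 active means inhibition of at least 40% at 10 µM in the primary screen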;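 further: plate controls were DMSO with enzyme for no effect and no enzyme wells for full effect; values of inactives mirror those of a sister screen read the other way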
# A3A deaminase: inhibitors of human APOBEC3A DNA deaminase | inhibition, % at 20 µM | 330,000 tested, 0.41% active | recombinant A3A, FAM/TAMRA ssDNA deamination fluorescence | AID 493011 | P31941;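 active means at least 40% inhibition at 20 µM here, with at most 30% in a related deaminase screen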;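 further: plate controls were A3A with DMSO for no effect and wells lacking A3A enzyme for full effect; some results filed as inactive read as strong as hits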
# Target sequence (P31941 whole entry, looked up): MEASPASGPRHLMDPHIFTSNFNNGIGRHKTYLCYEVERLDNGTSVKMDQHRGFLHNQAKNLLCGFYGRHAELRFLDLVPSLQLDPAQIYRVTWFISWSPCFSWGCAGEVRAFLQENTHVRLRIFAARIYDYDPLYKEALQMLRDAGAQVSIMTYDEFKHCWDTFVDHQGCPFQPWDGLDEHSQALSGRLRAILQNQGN
# hIAP block: blocks human intestinal alkaline phosphatase. purified IAP, CDP-Star luminescence, 30 min. 330,000 tested, 0.12% active. P09923. AID 2544. inhibition, % at 10 µM;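 active means inhibition reaching a set limit with compound at 10 µM in the primary screen, cut at about 35% in these data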;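 further: plate controls were DMSO wells with enzyme for no effect and no-enzyme buffer wells for full effect; values of inactives mirror those of a sister screen read the other way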
# Target sequence (P09923 whole entry, looked up): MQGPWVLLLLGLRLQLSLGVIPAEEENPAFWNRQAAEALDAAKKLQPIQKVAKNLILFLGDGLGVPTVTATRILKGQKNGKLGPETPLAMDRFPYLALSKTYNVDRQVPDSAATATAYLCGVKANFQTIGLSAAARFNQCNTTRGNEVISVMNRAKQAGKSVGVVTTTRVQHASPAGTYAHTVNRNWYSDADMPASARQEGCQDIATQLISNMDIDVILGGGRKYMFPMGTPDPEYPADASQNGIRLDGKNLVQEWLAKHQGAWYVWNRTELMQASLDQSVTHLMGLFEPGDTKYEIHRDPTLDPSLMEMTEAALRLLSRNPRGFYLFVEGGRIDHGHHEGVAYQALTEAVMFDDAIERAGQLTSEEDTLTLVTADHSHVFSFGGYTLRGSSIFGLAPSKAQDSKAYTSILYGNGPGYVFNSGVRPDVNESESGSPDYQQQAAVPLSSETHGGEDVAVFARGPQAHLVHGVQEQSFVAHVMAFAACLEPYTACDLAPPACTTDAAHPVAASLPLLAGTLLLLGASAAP
# ATG4B inhibitor: ATG4B (human) cysteine protease inhibition | ATG4B cleavage of LC3-PLA2, NBD-HPC fluorescence, 1 h | inhibition, % at 8.33 µM | 340,000 tested, 0.51% active; in the data active means inhibition above about 40%
# Target sequence (Q9Y4P1 whole entry, looked up): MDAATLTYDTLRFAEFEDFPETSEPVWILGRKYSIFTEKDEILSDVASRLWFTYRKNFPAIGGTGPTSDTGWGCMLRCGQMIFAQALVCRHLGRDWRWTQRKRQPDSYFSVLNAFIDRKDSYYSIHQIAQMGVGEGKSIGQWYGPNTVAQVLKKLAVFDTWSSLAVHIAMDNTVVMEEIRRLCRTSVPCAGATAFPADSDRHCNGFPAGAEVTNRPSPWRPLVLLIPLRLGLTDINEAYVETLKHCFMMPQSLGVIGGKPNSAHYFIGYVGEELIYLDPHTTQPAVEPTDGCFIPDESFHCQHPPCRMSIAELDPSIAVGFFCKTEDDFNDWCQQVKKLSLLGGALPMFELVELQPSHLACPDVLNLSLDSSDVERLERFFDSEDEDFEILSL
# MIN6 prolif: MIN6 beta-cell proliferation induction; MIN6 cells proliferation, ATPlite luminescence, 48 h; cells starved in 0.2% serum; 100% = growth in 10% serum; proliferation, % at 10 µM; 330,000 tested, 0.29% active;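 active means compounds whose signal lies at least 3.5 SD above the mean of all wells on their plate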;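 further: 0% = DMSO-treated cells in low-serum medium and 100% = 10% serum control; some compounds called inactive have numbers as strong as hits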
# hIAP activ: increases human intestinal alkaline phosphatase activity | activation factor at 10 µM | purified human IAP, CDP-Star luminescence, 30 min; stronger effect = higher value; 1 = vehicle-only enzyme, 0 = enzyme-free background | 330,000 tested, 0.16% active;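 active means activation factor of the enzyme at least 2-fold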; further: the source names both 10 and 20 µM as test concentration; values of inactives mirror those of a sister screen read the other way
# MPTP inh: permeability transition pore inhibition | isolated mouse mitochondria, Ca2+ swelling absorbance, 30 min | inhibition, % at 10 µM | 360,000 tested, 1.4% active;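 active means inhibition of 50% or more, scaled per plate between neutral and stimulator controls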;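 further: 0% = DMSO wells given calcium and 100% = 1 mM EGTA wells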
# APOBEC3G inh: inhibitors of human APOBEC3G DNA deaminase | Q9HC16 | inhibition, % at 20 µM | 330,000 tested, 0.28% active | recombinant A3G, ssDNA deamination FAM/TAMRA fluorescence;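 active means inhibition of at least 40% at 20 µM, with no more than 30% in the related APOBEC3A deaminase screen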;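 further: plate controls were DMSO wells with A3G for no effect and wells lacking A3G enzyme for full effect; some compounds called inactive have numbers as strong as hits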
# Active calls of the source: *; . = not tested or not shown.
SMILES,mIAP activ,mIAP inh,A3A deaminase,hIAP block,ATG4B inhibitor,MIN6 prolif,hIAP activ,MPTP inh,APOBEC3G inh
O=c1[nH]c2ccc(S(=O)(=O)N3CCN(c4ccccc4F)CC3)cc2s1,0.952,4.8,-3.2,16.8,39.7,-1.7,0.832,35.7,-3.3
Cc1ccc(-n2nnnc2SCC(=O)Nc2sc(C)c(C)c2C#N)cc1C,0.875,12.5,2.3,10.2,-11.0,-3.3,0.898,6.1,7.0
COc1ccc(NC(=O)CN2CCC(Cc3ccccc3)CC2)cc1S(=O)(=O)N1CCOCC1,1.06,-6.3,5.1,-1.6,24.6,-2.2,1.02,-1.0,-2.9
CC1CC1C(=O)OCC(=O)Nc1ccc(N=Nc2ccccc2)cc1 (centres undefined),0.888,11.2,1.1,17.4,-9.8,0.0,0.826,5.9,-4.9
CC(=O)Nn1cnc2c(c1=O)C1(CCCCC1)Cc1ccccc1-2,1.05,-5.2,3.5,9.7,-3.4,-1.4,0.903,0.8,5.0
COc1ccc([N+](=O)[O-])cc1NS(=O)(=O)c1ccc(C(=O)N2CCCC2)cc1,1.14,-14.0,-2.6,-1.9,0.4,-3.1,1.02,0.2,-6.2
COc1ccc(OC)c(NC(=O)Cn2cc(C=O)c3ccccc32)c1,0.99,1.0,3.6,-1.4,-0.1,-1.4,1.01,-4.4,-14.1
COc1cc2cc(C(c3nnnn3C(C)(C)C)N3CCc4ccccc4C3)c(=O)[nH]c2cc1OC (centres undefined),0.977,2.3,-3.1,-18.4,22.3,-2.0,1.18,0.9,-2.4
Cc1ccc(C(=O)N2CCCC(Nc3ccc(C)c(C)c3)C2)c(=O)[nH]1 (centres undefined),1.04,-4.1,-4.2,-26.5,-4.6,-2.9,1.26,0.3,6.1
Cc1ccc(N2C(=O)C3C(C2=O)N2C(c4cccs4)C4C(=O)N(c5ccc(C)cc5)C(=O)C4N2C3c2cccs2)cc1 (centres undefined),0.868,13.2,-2.8,5.3,35.8,-0.5,0.947,1.0,-6.8
Cc1ccc(S(=O)(=O)Oc2ccc(/C=C(/NC(=O)c3ccccc3)C(=O)NCCCC(=O)O)cc2)cc1,1.06,-6.5,-5.1,-3.3,-4.1,-3.4,1.03,-2.6,-13.4
O=C(CSc1ccc2nnc(-c3ccccn3)n2n1)N1CCN(c2ccccc2)CC1,1.04,-4.5,-4.2,0.2,-1.3,-1.4,0.998,-1.7,-13.7
Cc1cc(-c2ccc(C)c(S(=O)(=O)N3CCN(c4ccccn4)CC3)c2)on1,0.919,8.1,-6.3,-21.4,16.3,-2.1,1.21,0.2,-4.6
CCOc1ccc(N2Cc3ncccc3C2=O)cc1,1.11,-10.9,-5.7,-7.8,-3.2,-2.9,1.08,-0.6,-7.2
Cc1ccc(/C(N)=N/OC(=O)C(C)c2ccc([N+](=O)[O-])cc2)cc1 (centres undefined),0.931,6.9,-7.6,-26.3,-5.6,-2.4,1.26,1.7,-4.2
O=C(CCN1CCCCO1)N1CCCC(Nc2cccc(F)c2)C1 (centres undefined),0.886,11.4,-1.6,10.4,-5.3,4.1,0.896,-1.6,-3.1
Cn1cnc([N+](=O)[O-])c1Sc1ncn[nH]1,0.944,5.6,-0.9,4.0,0.0,-1.6,0.96,-0.8,-5.9
COc1ccc(C(=O)N/N=C/c2cc(Br)ccc2O)cc1OC,0.898,10.2,0.8,-62.4,-11.6,-5.4,1.62,6.0,-5.9
CN1C(=O)C2(c3ccccc31)c1c(oc3ccccc3c1=O)C(=O)N2CCO (centres undefined),1.02,-2.4,-2.6,-18.2,10.7,-0.7,1.18,-0.1,-6.1
Cn1cccc1C(=O)NC(=O)COC(=O)Cc1coc2ccc3ccccc3c12,1,0.0,0.1,-12.0,36.8,-2.3,1.12,1.7,-8.1
CCOC(=O)NC(Cc1c[nH]c2ccccc12)C(=O)NCCc1ccc(S(N)(=O)=O)cc1 (centres undefined),1.07,-7.3,-5.4,1.0,2.7,0.9,0.989,-1.1,6.5
CCOc1cccc(N2C(=O)CC(NCc3ccc(S(N)(=O)=O)cc3)C2=O)c1 (centres undefined),1.01,-0.8,1.6,-0.2,-8.5,3.0,1,-1.2,-5.1
CCOC(=O)c1cc(-c2ccccc2)sc1NC(=O)CC,1.02,-2.4,2.1,2.2,2.0,5.7,0.978,0.3,-2.3
COC(=O)c1ccccc1C(=O)N1CCCC(C(=O)c2ccc(OC)c(OC)c2)C1 (centres undefined),1.04,-4.0,-1.1,-18.4,4.2,-2.7,1.18,-1.6,-5.7
Cc1onc(C(=O)Nc2sc3c(c2C(N)=O)CCCC3)c1[N+](=O)[O-],0.797,20.3,-2.8,0.2,-13.0,-2.8,0.998,1.5,4.4
# Other compounds:
SMILES,mIAP activ,mIAP inh,A3A deaminase,hIAP block,ATG4B inhibitor,MIN6 prolif,hIAP activ,MPTP inh,APOBEC3G inh
C[C@@H]1CN([C@H](C)CO)C(=O)c2cc(NC(=O)Nc3ccc4c(c3)OCO4)ccc2O[C@H]1CN(C)Cc1ccncc1,1.66,-65.6,-4.2,-4.1,-11.6,1.9,1.04,1.0,-7.6
Cc1ccc(C)c2[nH]c(=O)c(CCNC(=O)CC(C)(C)C)cc12,0.979,2.1,-0.3,2.9,-5.3,-2.0,0.971,0.8,-0.5
S=C(Nc1ccccc1)N1CCN(C(=S)Nc2ccccc2)CC1,0.913,8.7,0.7,-5.3,.,0.7,1.05,.,-2.3
O=C1COc2ccc(C(=O)COC(=O)c3ccccc3[N+](=O)[O-])cc2N1,0.957,4.3,-0.3,-7.8,0.8,9.1,1.08,0.4,-2.2
CCCS(=O)(=O)Nc1c(C(=O)O)[nH]c2ccc(OC)cc12,0.899,10.2,1.5,20.8,-1.8,1.6,0.792,-0.3,-3.0
Cc1cc(C)c2nc(SCC#N)cc(C)c2c1,0.927,7.3,-5.1,5.4,-10.3,2.4,0.946,0.4,-8.3
Cc1cc(C)nc(N2CCC(C(=O)NCCc3ccccc3)CC2)n1,1.07,-6.6,-0.7,-24.5,-2.2,-2.4,1.25,0.6,-2.8
CN(C)c1ccc(CN(C(=O)/C=C/c2ccco2)C2CCS(=O)(=O)C2)cc1 (centres undefined),1.11,-11.4,-1.4,5.6,-6.5,-4.1,0.944,1.4,-3.9
Oc1ccc(C=Nc2ccccc2-c2nc3ccccc3[nH]2)cc1,0.989,1.1,-0.2,22.5,7.0,0.0,0.775,-1.0,-1.3
O=C1c2ccc(-c3ccc4c(c3)C(=O)N(CCCO)C4=O)cc2C(=O)N1CCCO,1.11,-11.5,0.2,11.1,-0.5,2.2,0.889,3.9,-4.6
Cc1ccc(NC(=O)c2cncc(Br)c2)c(O)c1,0.994,0.6,1.8,-5.0,4.1,-2.5,1.05,-1.5,-4.9
Cc1noc(C)c1COC(=O)CCCc1c[nH]c2ccccc12,0.843,15.7,8.6,-22.9,-4.4,0.1,1.23,-0.6,4.7
O=C(c1ccccc1)N1CCN(C2CCCCC2)CC1,0.958,4.2,-0.5,-18.5,-3.1,-1.3,1.19,-1.4,-1.1
CCn1c(SCC(=O)Nc2cc(C)on2)nnc1-c1cccc(C)c1,0.909,9.1,-4.1,9.7,-5.7,2.9,0.903,1.7,-9.4
CC(=O)NC1(C(=O)O)CCCC1,1.04,-3.9,-6.4,-5.1,4.5,-1.6,1.05,-0.2,-4.1
COc1cccc(C2=NOC(C(=O)Nc3c(C)n(C)n(-c4ccccc4)c3=O)C2)c1 (centres undefined),0.987,1.3,-7.5,-6.8,0.7,-1.8,1.07,0.5,4.2
O=C(Nc1ccc(Cl)cc1)[C@@H]1[C@@H]2C(=O)N(c3ccc(Cl)cc3Cl)C(=O)[C@@H]2[C@H]2C=CC=NN21,0.983,1.7,-6.9,-2.9,.,-4.0,1.03,.,14.2
O=C(O)CCc1[nH]c2ccccc2c1Sc1ccccc1,0.969,3.1,-3.8,-7.0,15.5,-0.8,1.07,2.0,-9.0
CC(Cl)C(=O)c1c(N)n(C)c(=O)n(C)c1=O (centres undefined),0.995,0.5,-6.3,-25.4,4.3,-0.2,1.25,-1.4,-6.2
Cc1ccc(S(=O)(=O)NCc2ccccc2)cc1C(=O)N(C)CC(=O)Nc1c(Cl)cccc1Cl,0.919,8.1,4.4,-9.4,0.5,-1.9,1.09,-1.8,-6.9
Cc1cccc(NC(=O)Nc2c(C)n(C)n(-c3ccccc3)c2=O)c1,1.03,-2.6,-4.8,3.2,5.7,-0.3,0.968,-1.5,-12.0
CC(C)c1ccc(NS(=O)(=O)c2ccc3[nH]cc(C(=O)N4CCC(C(N)=O)CC4)c(=O)c3c2)cc1,1.08,-7.7,12.0,-24.7,-12.2,-5.2,1.25,-0.4,1.2
CN(C(=O)c1cccc(NC(=O)Cc2cccc([N+](=O)[O-])c2)c1)C1CC1,0.979,2.1,-2.8,0.1,-0.3,-4.8,0.999,-1.4,-4.5
CC(C)N1C(=O)S/C(=C/c2ccc(Sc3nc4ccccc4[nH]3)o2)C1=O,0.915,8.5,3.6,-16.2,4.3,-4.5,1.16,100.2*,-1.4
CCCc1nc2ccccc2c(NC(=O)CN(CC)CC)c1CC,1.14,-13.8,0.9,-2.8,-6.5,2.3,1.03,-0.4,-0.8
# Going on with the list:
SMILES,mIAP activ,mIAP inh,A3A deaminase,hIAP block,ATG4B inhibitor,MIN6 prolif,hIAP activ,MPTP inh,APOBEC3G inh
CCc1ccc(OC(=O)c2cncc(Br)c2)cc1,0.956,4.4,-4.2,8.3,12.2,1.0,0.917,1.7,-5.3
O=S(=O)(O)Oc1c[nH]c2ccccc12,0.97,3.0,-3.4,20.2,.,-7.6,0.798,.,-4.6
Cc1c(F)cccc1NC(=O)CSCC(=O)Nc1ccccc1,0.989,1.1,-3.3,6.1,-1.4,-1.9,0.939,-0.4,-8.6
Cc1ccsc1CN1CCN(c2ccccn2)CC1,1.02,-2.5,-3.5,-7.9,2.4,-0.6,1.08,0.2,-3.1
CC(=O)c1cc(CN2CCN(CC=C(C)C)C(CCO)C2)cs1 (centres undefined),0.961,3.9,0.0,0.9,-6.5,-0.8,0.991,0.2,-4.9
O=C(c1ccc(F)cc1)N1CCN(c2cc(=O)[nH]nc2-c2ccccc2)CC1,1.15,-14.7,-1.2,-32.1,8.2,-4.1,1.32,0.8,-5.2
O=C(Oc1nsnc1N1CCOCC1)N1CCOCC1,1.04,-3.8,-1.4,14.4,-9.2,-2.2,0.856,1.5,-3.4
O=C(c1cccn(Cc2ccc(C(F)(F)F)cc2)c1=O)N1CCOCC1,0.995,0.5,6.3,9.0,-0.4,0.3,0.91,1.0,-2.8
COc1ccc2[nH]c(=O)c(CN(C)C(=O)C3CCCCC3)cc2c1,0.98,2.0,-18.2,-5.9,-6.5,1.4,1.06,-0.3,-4.7
Cc1ccc(-c2nn(-c3ccc(F)cc3)cc2C(=O)NCC2CCCO2)cc1 (centres undefined),0.981,1.9,3.3,5.1,8.4,-2.4,0.949,-1.3,1.8
CCCCn1c(=O)[nH]c(=O)c2c1nc(-c1cc3c(cc1Br)OCO3)n2C,0.984,1.6,-1.8,-7.0,-8.7,0.3,1.07,-2.0,-6.5

# Three compounds drawn at random from those above, as already listed:
SMILES,mIAP activ,mIAP inh,A3A deaminase,hIAP block,ATG4B inhibitor,MIN6 prolif,hIAP activ,MPTP inh,APOBEC3G inh
COc1ccc2[nH]c(=O)c(CN(C)C(=O)C3CCCCC3)cc2c1,0.98,2.0,-18.2,-5.9,-6.5,1.4,1.06,-0.3,-4.7
Cc1c(F)cccc1NC(=O)CSCC(=O)Nc1ccccc1,0.989,1.1,-3.3,6.1,-1.4,-1.9,0.939,-0.4,-8.6
O=C(c1cccn(Cc2ccc(C(F)(F)F)cc2)c1=O)N1CCOCC1,0.995,0.5,6.3,9.0,-0.4,0.3,0.91,1.0,-2.8
